Source: PubChem
ARNT-TACC3 inh = ARNT/TACC3 interaction disruption | AID 623870 | AlphaScreen His-ARNT PAS-B/GST-TACC3 binding, luminescence; TACC3 fragment carries E629A point mutation | inhibition, % at 9.99 µM | 390,000 compounds, 0.66% hits;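 active = mean inhibition of replicates at least 50% and at least half of replicates each reaching 50%; inconclusive = half or more replicates reach 50% but mean below 50%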;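 note: 0% = complete ARNT plus TACC3 wells and 100% = ARNT alone without TACC3; many hits fall short of the cut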
INS-1E GSIS act = GLuc luminescence reporter in INS-1E cells, primary screen for activators of glucose-dependent secretion of insulin; INS-1E GLuc reporter insulin secretion, 2-3 h; activation, % at 16.6 µM; 370,000 compounds, 0.61% hits; AID 743287;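 active = lowest replicate activation of at least 40%, so every replicate reaches that level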;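 note: 0% = median of neutral control wells and 100% = median of IBMX positive control wells; some compounds called inactive have numbers as strong as hits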
LGR2 antag = inhibitors of bursicon-induced Drosophila LGR2 receptor cAMP signaling; HEK293 LGR2, CRE-luciferase, bursicon-stimulated, 4 h; inhibition, % at 9.99 µM; 380,000 compounds, 0.35% hits; AID 720647;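 active = drop in luminescence signal, shown as inhibition above about 50% in the replicate tests, limit read from the data, passing the limit was not always enough; inconclusive = probably only some replicates passing the limit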;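 note: agonist challenge used bursicon conditioned medium at about half maximal strength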
* marks the source's active call; other numbers are inactive results; ? = inconclusive.

1. Cc1ccccc1C(O)c1ccncc1 (configuration not stated)
2. CCOC(=O)NC(NC(=S)Nc1ccc(OCC)cc1)C(Cl)(Cl)Cl (configuration not stated)
3. CCCn1c(=O)c2ccccc2n2c(SCC(=O)/C(C#N)=C(\C)N)nnc12
4. C(=NN=C1c2ccccc2-c2ccccc21)c1ccc2c(c1)OCO2
5. CCSc1nnc(NC(=O)CSc2nnc(Cc3cccn3C)n2CCc2ccccc2)s1
6. O=C(Cc1nc(-c2ccc([N+](=O)[O-])cc2)cs1)Nc1ccccc1
7. CC(Oc1ccc(Cl)cc1Cl)C(=O)NCCN1CCOCC1 (configuration not stated)
8. CCOC(=O)N1CCC(NC(=O)CCc2c(C)nc3c(c(C)nn3C(C)(C)C)c2C)CC1
assay / entry | 1 | 2 | 3 | 4 | 5 | 6 | 7 | 8
ARNT-TACC3 inh | -5 | 11 | -5 | 3 | -1 | -6 | -1 | -7
INS-1E GSIS act | 4 | 1 | -2 | -11 | -20 | -3 | 5 | -13
LGR2 antag | 2 | -14 | 0 | -58 | -22 | 14 | -18 | 14

Structural class, those above with a halogen
2. CCOC(=O)NC(NC(=S)Nc1ccc(OCC)cc1)C(Cl)(Cl)Cl (configuration not stated)
7. CC(Oc1ccc(Cl)cc1Cl)C(=O)NCCN1CCOCC1 (configuration not stated)
assay / entry | 2 | 7
ARNT-TACC3 inh | 11 | -1
INS-1E GSIS act | 1 | 5
LGR2 antag | -14 | -18

The list goes on:
9. CCC(CO)n1c(SCc2cc([N+](=O)[O-])cc3c2OCOC3)nc2ccccc2c1=O (configuration not stated)
10. CCOC(=O)C1CCN(C(=O)Cc2c(F)cccc2Cl)CC1
11. CN(CC(=O)O/N=C(\N)c1ccccn1)S(=O)(=O)c1ccccc1
12. CC(=O)NC(Cc1ccccc1)C(=O)NC1CCN(C(=O)c2cnccn2)CC1 (configuration not stated)
13. COc1ccccc1CN(Cc1nc2ccccc2c(=O)[nH]1)S(=O)(=O)c1ccc2ccccc2c1
14. Fc1cc(Br)ccc1NC(=S)NCCc1ccccc1
15. CC(C)c1onc(C(=O)NCc2ccc(F)cc2)c1[N+](=O)[O-]
16. CC1=CC2C(C(O)CC3(C)C2CC(C)C32OCOC23COCO3)C2(C)C/C(=C\O)C(=O)C=C12 (configuration not stated)
assay / entry | 9 | 10 | 11 | 12 | 13 | 14 | 15 | 16
ARNT-TACC3 inh | 5 | 2 | 15 | -1 | -1 | -20 | -23 | 4
INS-1E GSIS act | -35 | 5 | 14 | 2 | 1 | -64 | 32 | 5
LGR2 antag | -4 | -19 | 3 | -22 | ? | -39 | 2 | 80*

17. O=C(O)c1ccc(S(=O)(=O)NC2CCCCC2)cc1
18. COC(CNC(=O)c1ccc(N2CCc3ccccc32)c([N+](=O)[O-])c1)OC
19. COC(=O)c1ccc(OC(=O)C2CSC3(C)CCC(=O)N23)cc1 (configuration not stated)
20. CCOc1ccc(CCNC(=O)COC(=O)CNC(=O)c2ccc(Br)o2)cc1OCC
21. O=C(CN1CCOCC1)Nc1ccc(-c2nc3ccccc3[nH]2)cc1
22. C/C(=N\NC(=O)c1ccncc1)C12CC3CC(CC(C3)C1)C2
23. COc1cc(C(=S)NC2CCCCC2)ccc1O
24. CCCCOCC(O)Cn1c(C)nc2ccccc21 (configuration not stated)
assay / entry | 17 | 18 | 19 | 20 | 21 | 22 | 23 | 24
ARNT-TACC3 inh | 5 | -10 | 1 | 15 | -12 | 51* | 6 | -3
INS-1E GSIS act | 35 | -34 | -3 | 37 | 24 | 6 | -11 | 4
LGR2 antag | -6 | 7 | -12 | 5 | -44 | 3 | -9 | 41

25. Cc1cccc(Cn2c(NCCO)nc3c2c(=O)n(C)c(=O)n3C)c1
26. CCOC(=O)c1sc(NC(=O)CSc2nc(C)cc(C(F)(F)F)n2)c(C#N)c1C
27. CC(OC(=O)c1ccc2c(=O)n3c(nc2c1)CCCCC3)C(=O)Nc1ccc(F)cc1Cl (configuration not stated)
28. O=[N+]([O-])c1ccc(Oc2ccc(S(=O)(=O)N3CCCCC3)cc2)cc1
29. O=C(NC1CCCCC1)/C(=N\O)c1ccccn1
30. Cc1nc(N)sc1N=Nc1ccc(F)cc1
31. CCN(CCNC(=O)C1CCN(S(=O)(=O)CC)CC1)c1ccccc1
32. O=C(c1cccc([N+](=O)[O-])c1)N(c1ccccn1)c1ccccn1
assay / entry | 25 | 26 | 27 | 28 | 29 | 30 | 31 | 32
ARNT-TACC3 inh | 0 | -2 | 4 | 6 | -1 | 34 | -1 | -1
INS-1E GSIS act | 3 | -2 | -15 | -32 | 8 | -2 | -8 | 0
LGR2 antag | 18 | -3 | 18 | 20 | 11 | -7 | 0 | -10

33. O=C(CC(Nc1ccccc1)c1ccc(F)cc1)c1ccccc1 (configuration not stated)
34. Fc1c(F)c(F)c(N/N=C/c2c[nH]c3ccccc23)c(F)c1F
35. CC1=C(C(=O)Nc2ccccc2)C2(CCCCC2)C(C(N)=O)C(=S)N1 (configuration not stated)
36. O=C1c2ccccc2C(=O)C12OC2c1ccc(Cl)cc1Cl (configuration not stated)
37. O=c1/c(=C/c2ccc(CNS(=O)(=O)c3ccccc3)o2)sc2n1CCN=2
38. COc1ccc(S(=O)(=O)N2CCCCCC2)cc1C(=O)Nc1ccc(C)cn1
39. CC1CCC(NC(=O)C2COc3ccccc3O2)CC1 (configuration not stated)
40. N#Cc1cn(CC(=O)NCC2CCCO2)c2ccccc12 (configuration not stated)
assay / entry | 33 | 34 | 35 | 36 | 37 | 38 | 39 | 40
ARNT-TACC3 inh | -7 | 4 | 5 | -5 | 40 | -1 | 2 | -3
INS-1E GSIS act | -28 | -34 | 12 | -26 | 17 | -3 | 57* | 3
LGR2 antag | -35 | -16 | 0 | 12 | -2 | -8 | -10 | 9

41. COc1cccc(NC(=O)CSc2nc(N)cc(N)n2)c1
42. c1ccc2c(c1)CSc1sccc1C2=C1CCNCC1
43. Cc1nc2c(c3c1[nH]c1ccccc13)C(O)CC(C)(C)C2 (configuration not stated)
44. Cn1ccnc1Sc1nc2ccccc2nc1NS(=O)(=O)c1ccccc1
45. COc1cccc(-c2cc(C(=O)NN3CCOCC3)c3ccccc3n2)c1
46. CN1CCN(c2ccccc2NC(=O)COc2ccccc2)CC1
47. Cn1cccc1/C=N/NC(=O)c1ccc(OC(F)(F)C(F)F)cc1
48. CCOc1ccc(-c2[nH]nc3c2C(c2ccc(O)cc2)C(C#N)=C(N)O3)cc1 (configuration not stated)
assay / entry | 41 | 42 | 43 | 44 | 45 | 46 | 47 | 48
ARNT-TACC3 inh | 17 | 2 | 7 | 5 | -21 | 6 | -2 | 0
INS-1E GSIS act | 3 | -36 | 9 | -1 | 10 | 14 | 2 | 0
LGR2 antag | 0 | 28 | -3 | -65 | 1 | 2 | -63 | -2

49. COCCOC(=O)C1=C(C)NC(=O)NC1c1c(F)cccc1Cl (configuration not stated)
50. C(=N\N(c1ccccc1)c1ccccc1)/c1ccc2c(c1)OCO2
51. CC1=C(C#N)C(c2ccc(O)cc2)C2=C(CC(C)(C)CC2=O)N1 (configuration not stated)
52. O=C(NOCc1cscn1)Nc1ccccc1
53. CCC1(c2ccccc2)NC(=O)N(CC(=O)NC2(C#N)CCCCC2)C1=O (configuration not stated)
54. CCn1c2ccccc2c2cc(NC(=O)CSc3nnc(-c4ccccc4OC)n3N)ccc21
55. Cc1c(NC(=O)/C(C#N)=C/c2ccc(-c3cc(Cl)ccc3Cl)o2)c(=O)n(-c2ccccc2)n1C
56. COc1cc(OC)c(NC(=O)CCCn2c(=O)oc3ccccc32)cc1Cl
assay / entry | 49 | 50 | 51 | 52 | 53 | 54 | 55 | 56
ARNT-TACC3 inh | -2 | 6 | -10 | -2 | 5 | 1 | 16 | 13
INS-1E GSIS act | 9 | -32 | 17 | -2 | -2 | -28 | 9 | 27
LGR2 antag | 1 | 14 | 16 | 13 | 8 | 2 | -4 | -10

57. O=[N+]([O-])c1cc2c(c(CSc3nnc4ccccn34)c1)OCOC2
58. COC(=O)c1c(C)[nH]c(C(=O)/C=C/c2ccccc2)c1C
59. CCNC(=O)C(=O)N1CCC2(CC1)OCCN2S(=O)(=O)c1ccc(C)cc1
60. O=C(/C=C/c1ccccc1)N1CCN(Cc2nc3ccccc3c(=O)[nH]2)CC1
61. ON=C1CCCCCCCC1
62. CC(=O)NC(Cc1cc(C)ccc1C)C(=O)N1CCN(C(=O)Nc2ccc(C(C)=O)cc2)CC1 (configuration not stated)
63. Cn1c(CN2CCN(c3ccc(Cl)cc3)CC2)nc2ccccc21
64. CC(Sc1nc2ccccc2c(=O)n1Cc1ccco1)C(=O)c1ccccc1 (configuration not stated)
assay / entry | 57 | 58 | 59 | 60 | 61 | 62 | 63 | 64
ARNT-TACC3 inh | 1 | 12 | -2 | -3 | -2 | 4 | -5 | 3
INS-1E GSIS act | 4 | 56* | 5 | 1 | 6 | 0 | -15 | -23
LGR2 antag | 10 | -7 | -10 | 1 | 0 | -10 | -5 | 13

65. Oc1cccc(C=NN=C2c3ccccc3-c3ccccc32)c1
66. C=CCNC(=O)CN1CCC(O)(c2ccc(F)cc2)CC1
67. COc1ccc(C(=O)Nc2nc(CC(=O)NCCc3ccccc3OC)cs2)cc1
68. Cc1cc(C)nc(N2CCC(C(=O)Nc3ccc4c(c3)CCC4)CC2)n1
69. CCS(=O)(=O)Nc1cccc(-c2cc(-c3ccccc3)c3cc(C)ccc3n2)c1
70. CCn1c(SCC(=O)Nc2nc3ccc(OC)cc3s2)nc2c1c(=O)n(C)c(=O)n2C
71. CCOC(=O)/C=c1/s/c(=C\c2c(OC)ccc3ccccc23)c(=O)n1CC(=O)NCC1CCCO1 (configuration not stated)
72. CCN(CC)CCCNC(=O)c1c(O)c2c([nH]c1=O)CCCC2
assay / entry | 65 | 66 | 67 | 68 | 69 | 70 | 71 | 72
ARNT-TACC3 inh | 32 | -1 | -1 | 0 | -3 | -6 | -2 | -4
INS-1E GSIS act | -3 | 6 | -12 | 4 | -11 | -28 | -6 | 1
LGR2 antag | -47 | 0 | -19 | 4 | -1 | 54* | 6 | -3

73. O=C(Nc1ccccc1)/C(=C/c1ccc2c(c1)OCO2)NC(=O)c1ccco1
74. COc1ccccc1NC(=O)CSc1c2c(nc3ccccc13)CCC2
75. O=c1[nH]c(CN2CCN(C/C=C/c3ccccc3)CC2)nc2ccccc12
76. COc1ccc(C)cc1NC(=O)CCC(=O)Nc1nnc(C(F)(F)F)s1
77. CCOC(=O)N1CCN(CC(=O)Nc2c(C(=O)OC)[nH]c3cccc(Cl)c23)CC1
78. CC(NC(=O)CSc1ncccn1)c1ccccc1 (configuration not stated)
79. CCOc1ccc(/C=C/C(=O)Nc2ccc(C(N)=O)cc2)cc1OC
80. CCOC(=O)CSc1cn2c(n1)CCC2
81. O=C(NNC(=O)c1cccc(S(=O)(=O)N2CCN(c3ccccc3)CC2)c1)c1ccc(Cl)cc1
82. COc1ccc(S(=O)(=O)NCc2ccc(C(=O)O)cc2)cc1
assay / entry | 73 | 74 | 75 | 76 | 77 | 78 | 79 | 80 | 81 | 82
ARNT-TACC3 inh | 3 | -4 | 2 | 0 | 0 | -3 | -4 | -3 | -14 | -10
INS-1E GSIS act | 5 | 29 | 17 | -4 | 12 | 12 | 16 | 2 | -36 | 2
LGR2 antag | 4 | -9 | 14 | 9 | -9 | -2 | -2 | -11 | -7 | 2

Among those listed so far, 11 contain a Cl atom:
2. CCOC(=O)NC(NC(=S)Nc1ccc(OCC)cc1)C(Cl)(Cl)Cl (configuration not stated)
7. CC(Oc1ccc(Cl)cc1Cl)C(=O)NCCN1CCOCC1 (configuration not stated)
10. CCOC(=O)C1CCN(C(=O)Cc2c(F)cccc2Cl)CC1
27. CC(OC(=O)c1ccc2c(=O)n3c(nc2c1)CCCCC3)C(=O)Nc1ccc(F)cc1Cl (configuration not stated)
36. O=C1c2ccccc2C(=O)C12OC2c1ccc(Cl)cc1Cl (configuration not stated)
49. COCCOC(=O)C1=C(C)NC(=O)NC1c1c(F)cccc1Cl (configuration not stated)
55. Cc1c(NC(=O)/C(C#N)=C/c2ccc(-c3cc(Cl)ccc3Cl)o2)c(=O)n(-c2ccccc2)n1C
56. COc1cc(OC)c(NC(=O)CCCn2c(=O)oc3ccccc32)cc1Cl
63. Cn1c(CN2CCN(c3ccc(Cl)cc3)CC2)nc2ccccc21
77. CCOC(=O)N1CCN(CC(=O)Nc2c(C(=O)OC)[nH]c3cccc(Cl)c23)CC1
assay / entry | 2 | 7 | 10 | 27 | 36 | 49 | 55 | 56 | 63 | 77
ARNT-TACC3 inh | 11 | -1 | 2 | 4 | -5 | -2 | 16 | 13 | -5 | 0
INS-1E GSIS act | 1 | 5 | 5 | -15 | -26 | 9 | 9 | 27 | -15 | 12
LGR2 antag | -14 | -18 | -19 | 18 | 12 | 1 | -4 | -10 | -5 | -9

81. O=C(NNC(=O)c1cccc(S(=O)(=O)N2CCN(c3ccccc3)CC2)c1)c1ccc(Cl)cc1
assay / entry | 81
ARNT-TACC3 inh | -14
INS-1E GSIS act | -36
LGR2 antag | -7

Only part of the results is shown; the hit share may differ from the screen's.
